NCI-60 one-dose screen, 48 h, at 10 µM unless noted. Numbers give growth in % (100 = growth as untreated, 0 = no growth, -100 = all killed).
MDA-MB-468 = MDA-MB-468 breast cancer; hit rate 8.5% among 78,000; AID 2202374
BT-549 = BT-549 breast cancer. hit rate 4.4% among 78,000. AID 1794793
MDA-MB-231 = MDA-MB-231 breast cancer; hit rate 5% among 81,000; AID 1794789
HS 578T = HS 578T breast cancer; hit rate 4.1% among 78,000; AID 1794788
T-47D = T-47D breast cancer | hit rate 5% among 79,000
K-562 = K-562 leukemia. hit rate 7.4% among 78,000. AID 1794777
LOX IMVI = LOX IMVI melanoma | hit rate 7.4% among 79,000 | AID 1794757
MCF7 = MCF7 breast cancer; hit rate 6.3% among 82,000; AID 1794796
Starred values were filed as active, the others as inactive; nt = not tested or not shown; [ ] = remark or other dose. The calls were made as follows: active = growth percent below 10; inactive = the rest.

molecule	MDA-MB-468	BT-549	MDA-MB-231	HS 578T	T-47D	K-562	LOX IMVI	MCF7
COc1cc(/C=C2\Oc3cc(OCCN4CCCCC4)ccc3C2=O)cc(OC)c1OC	98	95	97	nt	98	89	98	93
CCS/C(Cl)=C(\Cl)SCC	105	98	114	114	106	94	41	92
CCOc1ccccc1NC(=O)c1cc(-c2ccc(OC)c(OC)c2)n(-c2ccc(S(C)(=O)=O)cc2)n1	82	83	nt	nt	69	83	nt	87
Cc1cc(=NO)cc(C)n1O	98	83	118	103	94	97	100	88
COC(=O)[C@H](CCCCNC(=O)OCc1ccccc1)NC(=O)[C@@H](NC(=O)Nc1cc(C(F)(F)F)cc(C(F)(F)F)c1)C(C)C	-13*[100 µM]	47[100 µM]	-88*[100 µM]	-1.7*[100 µM]	-58*[100 µM]	-19*[100 µM]	-83*[100 µM]	-18*[100 µM]
CC(C)(O)C1c2ccccc2-c2ccccc21	105	104	113	105	92	92	94	87
CCCCCOC(=O)Nc1nc(=O)n([C@@H]2O[C@H](C)[C@@H](OC(=O)CCC(=O)O[C@H]3CC[C@@]4(C)C(=CC[C@H]5[C@@H]6CC[C@H]([C@H](C)CCCC(C)C)[C@@]6(C)CC[C@@H]54)C3)[C@H]2O)cc1F	104	100	104	96	90	99	102	97
C=C(C)C1CC[C@]2(C(=O)NCCCCCCCCN)CC[C@]3(C)C(=CC[C@@H]4[C@@]5(C)C[C@@H](CC#CC#CC[C@@H]6C[C@]7(C)[C@H]8CC=C9[C@H]%10[C@H](C(=C)C)CC[C@]%10(C(=O)NCCCCCCCCN)CC[C@@]9(C)[C@]8(C)CC[C@H]7C(C)(C)[C@H]6OC(C)=O)[C@H](OC(C)=O)C(C)(C)[C@@H]5CC[C@]43C)[C@@H]12 (stereo partly drawn)	76	123	107	109	nt	97	101	100
Nc1ccc(-c2ccc(-c3ccccc3N)c3[nH]c4ccccc4c23)cc1	-5.3*	53	36	41	15	13	28	20
CC(=O)c1c([Si](C)(C)C)c2cc(C#N)ccn2c1C(=O)c1ccc(Br)cc1	80	97	85	79	74	82	100	82
C1CCCc2c(-c3noc4c3CCCCCC4)noc2CC1	109	112	107	120	107	102	nt	102
COc1ccccc1-c1ccc2cnc3sc(-c4ccccc4)nc3c2n1	76	97	88	96	32	60	64	77
CNC(=O)c1ccccc1Oc1nc(Nc2cc(OC)c(OC)c(OC)c2)ncc1Br	50	63	75	69	62	77	22	44
C/C=C/C(=O)NN	102	115	95	100	98	106	108	96
CCC1(c2ccccc2)C(=O)NCNC1=O	104	105	113	125	104	105	101	105
CNC(c1ccccc1)C(C)(C)O (stereo not drawn)	99	108	110	102	84	97	97	95
COc1ccc(/C(C)=N\NC(=O)c2cc3ccccc3oc2=N)cc1	101	108	113	106	91	103	110	90
N#CCC(=O)Nc1ncc(Cc2ccc(Cl)cc2)s1	99	94	85	94	59	58	31	83
CN(Cc1ccccc1)c1nc(Cl)c(/C=C/C(=O)c2ccc(F)cc2)s1	93	99	96	97	91	85	94	87
CC(=O)C(=O)c1ccc([N+](=O)[O-])cc1	111	98	110	108	107	101	98	102

molecule	MDA-MB-468	BT-549	MDA-MB-231	HS 578T	T-47D	K-562	LOX IMVI	MCF7
C/C(=C(/C)C1CC1CCNS(=O)(=O)c1ccc(C)cc1)c1ccc(-c2ccccc2)cc1 (stereo not drawn)	65	99	85	104	53	67	96	72
O=C(NC(=S)Nc1ccc(Cl)cc1)c1ccccc1	-37*	131	96	127	105	73	106	59
CN(C)CCCOC1(Cc2ccc(F)cc2)CCCCCC1	86	95	85	103	88	83	96	103
O=C1CCCc2cc(OCCCCNC3CCCCC3)ccc2N1	145	113	98	98	96	97	95	92
CCN(c1ccc(C(=O)N2CCN(c3ccccc3)CC2)cc1)S(C)(=O)=O	92	108	119	105	93	96	100	96
O=C(C[n+]1ccccc1Br)c1ccc(Cl)cc1	101	101	94	108	84	108	97	92
O=C(Cc1ccc(/C=C/C(=O)c2ncc[nH]2)cc1)Nc1ccc(C(F)(F)F)cc1	15	44	32	36	29	4.2*	-80*	10
COc1cccc(C2Cc3ncncc3-c3nc(N)c4cncnc4c32)c1 (stereo not drawn)	73	91	84	90	94	39	89	64
Cc1ccc(CN(C(=O)CNC(=O)OC(C)(C)C)C(C(=O)NC(C)(C)C)c2ccc3c(c2)OCO3)o1 (stereo not drawn)	nt	114	91	80	107	97	100	96
CCCCCCCCCCCCCCCc1ccc(C(=O)C[n+]2ccccc2)cc1	nt	nt	-54*	-37*	-25*	-82*	-56*	-89*
N[C@@H](Cc1ccccc1)[C@@H](O)C(=O)NCc1ccccc1	88	102	97	104	91	92	104	97
CCOc1cc(NC(=O)Nc2ccc(Oc3ccnc(C(=O)NC)c3)cc2F)ccc1Cl	35	101	57	71	30	41	54	53
CCOC(=O)CN(Cc1ccccc1)c1c(NC2CCCCC2)oc(=O)c2ccccc12	95	115	90	113	83	95	73	84
O=C1C2CC=CCC2C(=O)N1CNc1ccc(Cl)cc1 (stereo not drawn)	91	84	93	79	86	85	77	102
CCCCCCCCOc1cc(/C=N/Nc2cc(C)nc3ccc(Cl)cc23)cc(OCCCCCCCC)c1OCCCCCCCC	134	106	106	98	105	104	97	88
O=c1/c(=C/c2ccccc2)sc2nc3ccccc3n12	92	128	82	99	85	103	106	41
COC(=O)c1ccc(N)cc1C(=O)OC	98	nt	115	111	100	100	110	96
CCCC(CC)(C(=O)Nc1ccc2nc(C)cc(N)c2c1)C(=O)Nc1ccc2nc(C)cc(N)c2c1	87	101	100	106	106	102	100	102
CC(=O)O[C@H]1C[C@@]2(C)[C@@H](C[C@@H](O)[C@H]3[C@@]4(C)CC[C@H](NCc5ccccc5)[C@@H](C)[C@@H]4CC[C@@]32C)/C1=C(\CCC=C(C)C)C(=O)O	82	95	72	75	68	66	78	84
c1cc(C2=N[C@@H]3c4ccccc4C[C@@H]3O2)nc(C2=N[C@@H]3c4ccccc4C[C@@H]3O2)c1	96	nt	105	98	101	102	97	88

Looked up one by one from the entries so far, four records:
molecule	MDA-MB-468	BT-549	MDA-MB-231	HS 578T	T-47D	K-562	LOX IMVI	MCF7
c1cc(C2=N[C@@H]3c4ccccc4C[C@@H]3O2)nc(C2=N[C@@H]3c4ccccc4C[C@@H]3O2)c1	96	nt	105	98	101	102	97	88
CN(C)CCCOC1(Cc2ccc(F)cc2)CCCCCC1	86	95	85	103	88	83	96	103
C/C(=C(/C)C1CC1CCNS(=O)(=O)c1ccc(C)cc1)c1ccc(-c2ccccc2)cc1 (stereo not drawn)	65	99	85	104	53	67	96	72
O=C(Cc1ccc(/C=C/C(=O)c2ncc[nH]2)cc1)Nc1ccc(C(F)(F)F)cc1	15	44	32	36	29	4.2*	-80*	10

Part of the list above, with values under each structure:
Screens in order: MDA-MB-468, BT-549, MDA-MB-231, HS 578T, T-47D, K-562, LOX IMVI, MCF7
- O=C(NC(=S)Nc1ccc(Cl)cc1)c1ccccc1
    -37*, 131, 96, 127, 105, 73, 106, 59
- CN(C)CCCOC1(Cc2ccc(F)cc2)CCCCCC1
    86, 95, 85, 103, 88, 83, 96, 103
- O=C1CCCc2cc(OCCCCNC3CCCCC3)ccc2N1
    145, 113, 98, 98, 96, 97, 95, 92

(next part)
molecule	MDA-MB-468	BT-549	MDA-MB-231	HS 578T	T-47D	K-562	LOX IMVI	MCF7
N/C(=N\c1nc2ccccc2s1)NC(=O)NC1CC1	92	99	90	94	97	81	99	84
CC(O)c1cnc(/C=C2\SC(=S)N(Cc3ccccc3)C2=O)s1 (stereo not drawn)	14	87	85	95	42	18	41	27
CC/C(N)=N/S(=O)(=O)c1ccc(N)cc1	92	98	101	101	89	100	100	97
COc1ccc(COC(=O)Sc2nc(C)cc(C)n2)cc1	103	113	116	108	108	103	103	88
Cc1ccc(/C(C#N)=C/c2ccc3c(c2)OCO3)cc1	44	87	73	84	64	32	75	50
N#Cc1nc(-c2cccs2)oc1NCC(c1ccc(Cl)cc1)N1CCCCC1 (stereo not drawn)	94	101	101	104	74	68	101	80
CCOC(=O)c1nn(C2CCCCO2)c2ccc(NC(=O)CSc3nc(C)cc(C)n3)cc12 (stereo not drawn)	103	93	81	85	91	87	94	99
CCCn1c(=S)sc2c(NCc3ccc(Cl)cc3Cl)nc(C)nc21	101	88	102	108	85	95	89	87
COc1cccc(/C=C2/C[C@]3(C)[C@H]4CC[C@@H]5[C@@H](/C(C)=C\CC=C(C)C)CC[C@@]5(C)[C@]4(C)CC[C@H]3C(C)(C)C2=O)c1	99	97	94	104	92	117	100	95
COC12NC(=O)N(C)C1(OC)C(=O)N(C)C(=O)N2C (stereo not drawn)	104	109	115	nt	110	112	109	107
CC(C)CC1NC(=O)C(CCCCN)NC(=O)C(CCCCN)NC(=O)C(Cc2ccccc2)NC(=O)C(CCCCN)NC(=O)C(CC(C)C)NC(=O)C(CC(N)=O)NC(=O)C(C(C)C)NC(=O)C(CC(C)C)NC(=O)C(CCCCN)NC(=O)C(CCCCN)NC(=O)C(Cc2ccccc2)NC1=O (stereo not drawn)	82	96	61	90	nt	75	89	83
CCN1C(=O)N(CC)C2C1N=C(SC)N2/N=C/C=C/c1ccccc1OC (stereo not drawn)	1.3*	13	21	59	54	6.7*	15	13
COc1ccccc1S(=O)(=O)Nc1ccc2c3c(cc(NCCC4CCN(C)CC4)nc13)C(=O)N2C	71	93	73	67	66	71	88	40
Nc1nc(N)c(N)c(=O)[nH]1	97	92	112	85	103	103	101	99
CCOC(=O)c1cc(C(=O)c2ccc(OC)c(OC)c2)n2ccc(/C=C/c3cc[n+](CC(=O)c4ccc(OC)c(OC)c4)cc3)cc12	72	97	89	102	90	78	88	91
COc1ccc(-c2nc3c(nc(C)c4ccc(-c5ccccc5OC)nc43)o2)cc1	81	71	94	81	74	88	77	74
COc1ccc2c(c1)C(N1CCCC1=O)CCN2Cc1ccc2c(c1)OCO2 (stereo not drawn)	99	97	nt	nt	85	96	102	90
O=C(OC(=O)c1cccc2ccccc12)c1cccc2ccccc12	101	103	nt	89	nt	107	97	109
CCOC(=O)c1ccc(C)cc1	110	113	113	111	104	112	105	100
Cc1ccc(Nc2nc(-c3ccc(O)cc3)nc3n[nH]c(Nc4ccccc4)c23)cc1	53	56	78	52	29	11	37	38

molecule	MDA-MB-468	BT-549	MDA-MB-231	HS 578T	T-47D	K-562	LOX IMVI	MCF7
NS(=O)(=O)c1ccc(CCn2c(=O)c3ccccc3c3ccccc3c2=O)cc1	113	97	106	105	95	nt	92	95
O=C(COc1ccc(Cl)cc1Cl)Oc1coc(CSc2nc3ccccc3s2)cc1=O	nt	108	87	-1.6*	101	83	90	102
NC(=O)c1cccc(Br)c1	111	105	99	100	97	99	90	93
COc1ccc(-c2nc(-c3cn(C)c4ncccc34)cs2)cc1	-6.3*[100 µM]	-30*[100 µM]	16[100 µM]	39[100 µM]	-6.7*[100 µM]	11[100 µM]	-47*[100 µM]	-18*[100 µM]
CC(=O)NC1=NC(=O)/C(=C/c2ccc(/C=C3/C(=O)N=C(NC(C)=O)N3C)cc2)N1C	106	110	110	108	103	103	95	97
O=C(Oc1ccc(-c2cssc2=S)cc1)c1cn(C2CC2)c2cc(N3CCNCC3)c(F)cc2c1=O	103	102	99	105	102	nt	105	102
COc1ccc(Cn2nc(-c3ccccc3)c3c2CCc2cnoc2-3)cc1OC	70	93	61	80	39	69	81	71
Cc1ccc(-c2cc(O)c(C(=O)Nc3ccccc3)s2)cc1	100	104	102	77	85	76	109	79
CCCC(C)C(C)(C(=O)OCC)C(=O)OCC (stereo not drawn)	114	97	92	110	nt	104	103	96
CC(=O)c1sc(Nc2nc(O)c(C3=c4cc(F)ccc4=NC3=O)s2)nc1C	84	97	100	99	103	91	85	82
CCCCCC(=O)Oc1ccc(/C(=C(/C)Cc2ccc(OC)cc2)c2ccc(OCCCN(C)C)cc2)cc1	56	89	66	60	51	6.1*	51	20
C(=N\Nc1ccccn1)/c1ccccn1	-39*	-17*	48	63	23	19	-12*	12
CC(=O)c1ccc(N2CCCCC2)cc1	102	107	103	104	90	99	104	106
COc1cccc(NC(=O)Nc2ccc(Oc3ncnc4sc5c(c34)CCCC5)cc2)c1	69	89	70	61	42	65	62	54
Nc1[nH]nc2c1-c1nc3ccccc3n1C1(CCCc3ccccc31)N2 (stereo not drawn)	102	108	85	101	91	106	103	79
C[C@H](O)[C@@H]1N[C@H]2N(C1=O)c1ccccc1[C@@]21CC2C(=O)N[C@@H]1C1=Nc3ccccc3CN12	112	71	84	115	88	91	93	98
COc1ccc([N+](=O)[O-])c(C)c1	104	101	104	109	108	87	101	97
COc1cc(NCCCN(CC(C)C)CC(C)C)c2ncccc2c1	-27*	80	89	92	nt	110	85	-43*
CCN(CC)CCC(=O)Nc1cccc2c1C(=O)c1c(c(O)c3ccccc3c1O)C2=O	nt	69	nt	77	41	23	41	30
COc1ccc(C2=NN(C(=O)c3ccc(S(C)(=O)=O)cc3)C(c3ccccc3)C2)c(OC)c1 (stereo not drawn)	64	99	88	103	86	75	100	36

molecule	MDA-MB-468	BT-549	MDA-MB-231	HS 578T	T-47D	K-562	LOX IMVI	MCF7
CCCCCCOC(=O)C(O)c1ccccc1 (stereo not drawn)	106	115	114	nt	92	105	100	113
O=S(=O)(Nc1cccc(-n2cnc3cc(-c4ccc(O)cc4)ccc32)c1)C1CC1	3.8*	14	42	-20*	27	8.5*	nt	22
CC1Cc2c(NCCO)ncnc2N(C)c2ccccc21 (stereo not drawn)	102	132	103	106	96	106	99	106
C=CCC(OC(C)=O)c1ccc2c(c1)OCO2 (stereo not drawn)	95	103	101	98	nt	99	90	111
COc1ccc(CN2CCc3c(nc(N)nc3Sc3ccccc3)C2)c(OC)c1	91	108	102	98	96	112	100	85
COc1ccc(-c2nc3c(ncc4ccc(C)nc43)s2)cc1	82	110	102	102	93	79	82	79

Screening results (PubChem)
